Coupling enz: qHTS Assay for Inhibitors of Fructose-1,6-bisphosphate Aldolase from Giardia Lamblia: Coupling assay counterscreen; coupling enzyme system counterscreen, AmpLite Red fluorescence; activity change, negative = inhibition, % at 58.2 µM, hits read low; actives 0.67% (n = 290,000); AID 2472, 2010; in the data active = activity change below about -30%; note: % is set by controls: 0 for no effect and ±100 for the full control effect
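Final compound at 57.5 uM, incubated 10 min at RT with coupling enzyme reagent (glyceraldehyde-3-phosphate), then 20 min with substrate and AmpLite Red detection. Fluorescence read at 525/598 nm; tests interference with the coupling assay, not aldolase inhibition.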
PKM2 act: qHTS Assay for Activators of Human Muscle isoform 2 Pyruvate Kinase; Pyruvate kinase PKM (Homo sapiens), P14618; purified PKM2, Kinase-Glo ATP luminescence, activation; response scale: 0% is enzyme alone, no compound; Potency, µM (doses to about 57.5 µM), inactives show top-dose activation, actives largely listed as activators; actives 0.34% (n = 260,000); note: potency is the fitted concentration of half-maximal effect; % is set by controls: 0 for no effect and ±100 for the full control effect; nearly all actives have a fitted effect of over 55% in size
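Purified hPK-M2 (>95% pure) converted ADP (0.1 mM final) to ATP with 0.5 mM PEP in 50 mM imidazole pH7.2, KCl, MgCl2, Tween 20, BSA; 1 h at room temperature. ATP detected by Kinase-Glo luminescence.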
Giardia kill: Small Molecules that selectively kill Giardia lamblia: qHTS | Giardia lamblia trophozoite viability | activity change, % at 7.66 µM, hits read low | actives 0.15% (n = 340,000) | AID 540267, 2011; in the data active = activity change below about -80%; inconclusive = between about -30% and that limit;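 note: parasites exposed to compound for two days anaerobically before the ATP read; % is set by controls: 0 for no effect and ±100 for the full control effect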
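Giardia lamblia trophozoites (100 cells/well) were incubated with compounds for 48 h at 37 deg C under anaerobic conditions. Viability was read as ATP content by one-step luminescence after 15-30 min at room temperature.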
Tb PFK inh: qHTS Assay to Find Inhibitors of T. brucei phosphofructokinase | ATP-dependent 6-phosphofructokinase (Trypanosoma brucei brucei), O15648 | T. brucei PFK, ADP-Glo luminescence | Potency, µM (series often up to 57.5 µM), for the others: at the top dose activity, negative = inhibition, usual class: inhibitors | actives 0.17% (n = 330,000) | AID 485367, 2010;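 note: potency is the fitted concentration of half-maximal effect; 0% = uninhibited 1x PFK enzyme wells and -100% = no-enzyme wells; nearly all actives have a fitted effect of over 60% in size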
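PFK 1.25 nM, F6P 0.5 mM, ATP 0.1 mM, 0.1 M TEA pH 8.0, 5 mM MgCl2, 0.01% Tween20, 0.1% BSA; 45 min RT. ADP-Glo readout. qHTS titration up to 57 uM; curves fitted, compounds curve-classed.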
ASM inhibitor: Inhibitors of Secretory Acid Sphingomyelinase (S-ASM): qHTS. actives 0.006% (n = 340,000). Potency, µM (top dose mostly 57.5 µM), for inactives: at the top dose activity change, negative = inhibition, actives largely listed as inhibitors. Sphingomyelin phosphodiesterase (Homo sapiens), P17405. placental ASM, HMU-PC fluorogenic substrate, 60 min; note: potency is the fitted concentration of half-maximal effect
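qHTS format. ASM enzyme prepared from human placenta hydrolyses the fluorogenic substrate HMU-PC0 (9 uM final) over 60 min at 37 °C after a 10 min compound preincubation.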
B2AR arrestin: qHTS assay of beta-arrestin-biased ligands of beta2-adrenergic receptor; Potency, µM (top dose mostly 46.1 µM), for inactives: at the top dose activation, actives largely listed as activators; actives 0.02% (n = 330,000); beta-arrestin recruitment to beta2AR, cell-based reporter; Beta-2 adrenergic receptor (Homo sapiens), P07550;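 note: potency is the fitted concentration of half-maximal effect; 0% = DMSO controls and full agonism = EC100 isoproterenol or metaproterenol; nearly all actives have a fitted effect of over 65% in size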
Target sequence (P07550 whole entry, looked up): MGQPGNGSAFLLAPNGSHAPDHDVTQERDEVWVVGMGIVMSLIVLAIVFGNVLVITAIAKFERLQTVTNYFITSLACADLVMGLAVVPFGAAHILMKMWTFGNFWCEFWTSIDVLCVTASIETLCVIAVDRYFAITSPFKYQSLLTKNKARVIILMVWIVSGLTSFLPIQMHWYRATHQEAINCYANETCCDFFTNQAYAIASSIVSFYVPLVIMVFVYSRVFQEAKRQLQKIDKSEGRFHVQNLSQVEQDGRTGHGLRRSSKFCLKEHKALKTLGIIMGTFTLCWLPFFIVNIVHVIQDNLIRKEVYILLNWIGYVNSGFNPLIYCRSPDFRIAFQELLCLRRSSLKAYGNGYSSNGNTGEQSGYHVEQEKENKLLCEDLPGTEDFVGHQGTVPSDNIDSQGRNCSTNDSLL
Integrin act MD: qHTS for Activators of Integrin-Mediated Alleviation for Muscular Dystrophy. alpha7betagal myoblasts, beta-gal FDG fluorescence, 48 h. Potency, µM (highest dose often 38.3 µM), without a hit: top-dose activation, usual class: activators. actives 0.064% (n = 350,000);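 note: potency is the fitted concentration of half-maximal effect; 100% = response of the positive control SU9516; nearly all actives have a fitted effect of over 60% in size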
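alpha7betagal+/- myoblasts (passage 13, 250/well) treated 48 h at 37C with compounds at 1:260 dilution of DMSO stock. Lysed, then beta-galactosidase activity read as FDG fluorescence (ex 480/em 540) after 30 min, with pre-read for autofluorescence.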
Chronic BCR inh: qHTS Assay to Find Inhibitors of Chronic Active B-Cell Receptor Signaling; ABC-DLBCL IkBa-CBG/CBR reporter, luminescence ratio, 4 h; Potency, µM (titrated, usually from 46.1 µM), for the others: at the highest dose ratio change, negative = lower green/red ratio, usual class: inhibitors; actives 0.05% (n = 340,000); AID 493014, 2011; active = well fitted inhibition curve with a large enough effect in the signal ratio, with a control signal flat, not every such curve was filed as active; inconclusive = small, poorly fitted or top-dose-only effect, or effect the other way, or a change in a side signal; the % refers to the signal ratio;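 note: potency is the fitted concentration of half-maximal effect; plate controls were basal doxycycline-induced cells for no effect and cells given 10 µM MG132 for full effect; MG132 reads +100%, hits lower the ratio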
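Doxycycline induced both beetle luciferases in TMD8 lymphoma cells; IKK-driven degradation limits the IkappaBalpha-fused green signal, while red luminescence normalises for cell number and nonspecific effects. Compounds tested up to 46 uM, 4 hrs.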
Menin-MLL TR inh: qHTS Assay for Inhibitors Targeting the Menin-MLL Interaction in MLL Related Leukemias: Competition With Texas Red Labeled MLL-derived Mutant Peptide | Potency, µM (titrated, usually from 61.6 µM), inactives show at the highest dose FP activity change, negative = inhibition, actives largely listed as inhibitors | actives 0.23% (n = 270,000) | O00255 | AID 1768, 2009 | Menin + Texas Red MLL mutant peptide, fluorescence polarization; active = well fitted inhibition curve with a large enough effect in the polarisation, with a control signal flat, not every such curve was filed as active; inconclusive = small, poorly fitted or top-dose-only effect, or effect the other way, or a change in a side signal; inactive = no such curve, though single readings can be large or run the other way; the % refers to the polarisation; note: potency is the fitted concentration of half-maximal effect; % of control where 0% means no effect; many of its hits are not listed in these tables
Target sequence (O00255 whole entry, looked up): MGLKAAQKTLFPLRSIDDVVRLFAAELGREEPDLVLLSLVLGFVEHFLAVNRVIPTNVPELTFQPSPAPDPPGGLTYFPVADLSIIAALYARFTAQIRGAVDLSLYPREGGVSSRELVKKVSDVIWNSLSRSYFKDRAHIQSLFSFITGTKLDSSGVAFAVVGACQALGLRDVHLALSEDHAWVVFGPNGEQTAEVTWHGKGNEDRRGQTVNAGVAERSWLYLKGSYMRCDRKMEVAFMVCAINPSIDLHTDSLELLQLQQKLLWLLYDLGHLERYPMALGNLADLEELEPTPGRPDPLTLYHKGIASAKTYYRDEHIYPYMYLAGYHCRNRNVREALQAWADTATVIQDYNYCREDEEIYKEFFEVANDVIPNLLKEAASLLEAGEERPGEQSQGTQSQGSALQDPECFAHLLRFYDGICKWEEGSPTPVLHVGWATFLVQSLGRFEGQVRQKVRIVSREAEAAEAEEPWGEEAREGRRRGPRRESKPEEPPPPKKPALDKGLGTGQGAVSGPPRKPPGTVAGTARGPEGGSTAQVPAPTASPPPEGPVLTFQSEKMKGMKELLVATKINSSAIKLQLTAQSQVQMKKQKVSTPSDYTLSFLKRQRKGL
GALK inh: qHTS Assay for Inhibitors of Human Galactokinase (GALK). P51570. Purified GALK, Kinase-Glo residual ATP luminescence. Potency, µM (top dose mostly 57.5 µM), for inactives: at the top dose activity change, negative = inhibition, actives largely listed as inhibitors. actives 0.007% (n = 270,000). AID 1868, 2009; note: potency is the fitted concentration of half-maximal effect; % is set by controls: 0 for no effect and ±100 for the full control effect
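Kinase-Glo Plus luminescence measured ATP left after a 1 h room-temperature reaction. The reaction used 5 nM GALK, 100 uM galactose and 35 uM ATP at pH 8.0 (20 mM HEPES, 5 mM MgCl2, 60 mM NaCl, 1 mM DTT, 0.01% BSA).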
PTAP TSG101 blk: qHTS Assay for Iinhibitors of HIV-1 Budding by Blocking the Interaction of PTAP/TSG101; Potency, µM (doses to about 115 µM), for the others: at the top dose activity change, negative = inhibition, hits mostly inhibitors; 340,000 tested, under 10 active; Tumor susceptibility gene 101 protein (Homo sapiens), Q99816; Fluorescence polarization, FITC-PTAP peptide / Tsg101 binding; active = well fitted inhibition curve with a large enough effect in the main read-out, with a control signal flat, not every such curve was filed as active; inconclusive = small, poorly fitted or top-dose-only effect, or effect the other way, or a change in a side signal; inactive = no such curve, though single readings can be large or run the other way; note: potency is the fitted concentration of half-maximal effect; % of control where 0% means no effect
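Tsg101 binding domain (10 uM final) was mixed with compound and a FITC-labeled PTAP peptide (50 nM final) in HEPES pH 7.5 buffer with NaCl, Tween 20, EDTA and TCEP; fluorescence polarization was read after 20 min at r.t.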
Numbers without * were called inactive; u = inconclusive; x = not tested or not shown; & = joins results of further samples; [ ] = dose if it differs, or a comment. Unless noted, calls come from the whole dose curve; as a rule, active = well fitted curve in the direction sought with a large enough effect; inconclusive = small, poorly fitted or top-dose-only effect, or another doubt; inactive = no such curve, though single readings can be large; an effect the other way counts as inactive or inconclusive.

structure,Coupling enz,Tb PFK inh,Integrin act MD,Menin-MLL TR inh,Giardia kill,PTAP TSG101 blk,B2AR arrestin,Chronic BCR inh,ASM inhibitor,GALK inh,PKM2 act
Cc1ccc(C(=O)N2c3ccccc3CC2C)o1 (stereo unspecified),-1,-9%,16%,2%,-25,-1%,-0.3%,4%,15%,6%,-34%
CCOC(=O)C1CCN(c2c(NCc3ccc(C(=O)NCCC(C)C)cc3)c(=O)c2=O)CC1,-5,0%,0%,1%,6,-5%,-0.1%,-5%,4%,3%,0%
COc1ccccc1Nc1nnc(SCc2nnc(-c3cc(OC)c(OC)c(OC)c3)o2)s1,-2,0%,17%,-4%,-1,0%,0.2%,u,1%,3%,-1%
O=C1NC(=O)/C(=C\c2ccc(OCc3cccc(C(=O)O)c3)c(Cl)c2)N1,10,-3%,-4%,-29%,-8,-4%,-0.1%,u,-2%,2%,-2%
CCOc1ccc2[nH]c3nc(SCC(=O)NC4CC4)nnc3c2c1,0,5%,-19%,u,u,-1%,0.3%,9%,-4%,0%,0%
Cc1cc(C)nc(NC(=O)c2ccc(C)c([N+](=O)[O-])c2)n1,3,-4%,0%,8%,2,0%,-0.2%,2%,0%,-2%,-3%
Cc1[nH]nc(N=CC2=C(O)CC(C)(C)CC2=O)c1-c1ccccc1,-3,-1%,0%,-19%,-7&-12,-5%&-3%,-0.1%,-4%,19%&7%,1%,-1%
CCCCOC(=O)c1ccc(N=Nc2c(C)c(C#N)c(O)[nH]c2=O)cc1,-2,1%,11%,x,-4,u,-1.0%,2%,-19%,x,1%
O=C(Nc1cccnc1)c1cc(Br)c(Br)s1,x,-9%,21%,x,-7,0%,-0.3%,-1%,-3%,x,x
CCn1cc(S(=O)(=O)c2ccccc2)c(=O)c2cc(F)c(N3CCN(C)CC3)cc21,x,-7%,4%,x,3,-3%,0.2%,4%,-2%,-5%,x
O=C(O)CC/C(=N\Nc1ccc([N+](=O)[O-])cc1S(=O)(=O)N1CCOCC1)c1cccs1,0,2%,11%,x,1,2%,-0.7%,-10%,16%,-4%,-3%
O=C(NCCC1CC1(Cl)Cl)c1ccc([N+](=O)[O-])cc1 (stereo unspecified),0,1%,5%,24%,11,-2%,-0.9%,u,2%,-2%,x
O=C(CSc1nc2ccccc2s1)NCCCN1CCOCC1,0,0%,-2%,-3%,4,-4%,0.0%,3%,1%,0%,-6%
Cc1cc(C)cc(N2CCCn3c2nc2c3c(=O)[nH]c(=O)n2C)c1,-1,1%,18%,u,5,-3%,0.1%,0%,0%,0%,x
Cc1[nH]c(C)c(S(=O)(=O)NCC(C)c2ccccc2)c1C(=O)N1CCCCC1 (stereo unspecified),x,-3%,23%,x,6,-7%,0.2%,0%,-2%,2%,x
Cc1occc1-c1nnc(SCC(=O)Nc2ccccc2)n1C(C)c1ccccc1 (stereo unspecified),0,2%,3%,-4%,21,-5%,0.1%,0%,-5%,4%,-1%
CCN1C(=O)[C@H]2[C@@H](c3ccc(-c4ccc(OC)cc4)c(OC)c3)N3CCCC[C@@]3(C(=O)OC)[C@H]2C1=O,x,-11%,-39%,x,-6,0%,-0.1%,8%,u,x,x
CCCC/C(C)=N/NC(=O)c1cn(-c2ccccc2)nc1-c1ccccc1,2,4%,-14%,17%,-2,-6%,0.3%,u,-3%,1%,-11%
COc1cccc(N2CCN(C(=O)c3ccc(Cl)c(NC4=NC5CS(=O)(=O)CC5S4)c3)CC2)c1 (stereo unspecified),x,-3%,10%,x,19,-3%,0.3%,-8%,-1%,6%,x
COc1ccc(CC(=O)Nc2ccc(C(=O)NC(C)(C)C)cc2)cc1OC,2,0%,21%,2%,-4,-4%,-0.1%,0%,5%,-2%,-2%
C[C@@H](C(=O)Nc1ccc(SC(F)F)cc1)N1C(=O)C2CCCCC2C1=O (stereo partly specified),x,-1%,11%,x,-12,0%,-0.5%,-6%,-3%,x,x
CCOP(=O)(OCC)/C(=C/N1CCCCC1)NC(=O)c1ccccc1,0,-2%,-4%,14%,8,-2%,0.1%,-5%,2%,1%,-9%
COc1ccc(-c2cc(C(=O)NCCCN3CCOCC3)c3cc(C(C)C)ccc3n2)cc1,-1,-1%,-10%,-4%,-22,-11%,-0.1%,4%,275%[activator],7%,x
CCC1CCCCN1Cc1nc2ccccc2c(=O)n1CC(C)=O (stereo unspecified),3,0%,0%,x,34[activator],-4%,-0.5%,-1%,0%,1%,10%
Cc1ccc(-c2nnn(CC(=O)NC3CCN(Cc4ccccc4)CC3)n2)cc1,5,4%,-16%,-18%,1,-1%,0.0%,0%,3%,0%,-1%
CCOC(=O)C1(Cc2ccccc2C(F)(F)F)CCN(CC(O)CO)CC1 (stereo unspecified),-1,5%,14%,-3%,4,0%,-1.1%,2%,-2%,0%,0%
CCC1SC2=NC(C)=C(C(=O)OCCOC)C(/C=C/c3ccccc3OC)N2C1=O (stereo unspecified),1,7%,3%,-19%,-1,1%,-0.4%,-4%,-1%,-2%,-8%
Cc1ccc(-n2ncc3c(=O)n(CC(=O)N4CCCc5ccccc54)cnc32)cc1C,-1,1%,-20%,7%,-1,1%,-0.5%,-3%,-9%,0%,3%
O=C(CN(CCc1ccccc1)C(=O)Cn1nnc(-c2cccs2)n1)NCc1ccco1,-5,-2%,-38%,24%,-14,-6%,-0.1%,-1%,-9%,-5%,-5%
O=C(Nc1ccc(Cl)cc1)Nc1ccc2c(c1)OCO2,x,-8%,-29%,x,-4,-5%,-0.5%,2%,1%,-5%,-6%

More records follow.
structure,Coupling enz,Tb PFK inh,Integrin act MD,Menin-MLL TR inh,Giardia kill,PTAP TSG101 blk,B2AR arrestin,Chronic BCR inh,ASM inhibitor,GALK inh,PKM2 act
COCCOC(=O)C1=C(C)NC(SCC(=O)NC(C)(C)C)=C(C#N)C1c1ccco1 (stereo unspecified),-5,0%,-16%,-10%,-4,5%,-0.2%,-2%,10%,6%,17%
CCOCc1cnc(C)nc1NCC(=O)c1c(C)[nH]c2cc(C)ccc12,6,0%,0%,0%,-8,-2%,-0.1%,16%,1%,-2%,3%
Nn1c(SCC(=O)Nc2cc(C(F)(F)F)ccc2Cl)nncc1=O,1,0%,21%,13%,5,-4%,-1.0%,-7%,3%,5%,5%
C=CCN(C(=O)c1csnn1)C(C(=O)NC(C)(C)C)c1ccncc1 (stereo unspecified),3,-2%,-2%,1%,-20,-6%,-0.1%,1%,1%,0%,-6%
CCC(C)NC(=O)C(Cc1ccccc1)NS(=O)(=O)c1ccc2c(c1)oc(=O)n2C (stereo unspecified),x,-4%,10%,x,0,2%,-1.0%,-9%,7%,1%,x
C=CCNS(=O)(=O)c1ccc2nsnc2c1,-2,-4%,8%,-2%,-5,0%,-0.2%,0%,1%,2%,7%
Cc1nn(-c2cccc(Cl)c2)c2nc(C(F)(F)F)[nH]c(=O)c12,-1,-9%,-1%,-17%,-2,-11%,-0.2%,-2%,5%,-3%,-3%
CCC1CN(S(=O)(=O)c2ccc3c(c2)NC(=O)CC(=O)N3)c2cc(Cl)ccc2O1 (stereo unspecified),-6,2%,-9%,10%,-17,-1%,-0.6%,-1%&4%,-6%,x,-1%
S=c1[nH]nc(CN2CCCCC2)n1Cc1ccccc1,2,-4%,18%,-5%,u,-5%,0.0%,-3%,6%,7%,-14%
CCOC(=O)C1C(c2cccs2)NC(=O)N(C)C1(O)C(F)(F)F (stereo unspecified),0,1%,0%,-20%,8,-2%,0.1%,0%,2%,-4%,0%

Source: PubChem (National Center for Advancing Translational Sciences (NCATS))

A portion of the library (hit frequency here may not be typical).
